IDE cell activ: human IDE activators in live cells, primary screen, fluorescence polarization, HEK cells, FAbeta-B substrate; Insulin-degrading enzyme (Homo sapiens), P14735; FAbeta-B cleavage; 0% vehicle, 100% cell-free pure enzyme wells; activation, % at 5.96 µM; 340,000 tested, 0.073% active; AID 493087, 2011;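 active = activation above the mean of all tested compounds plus 3 SD, set per screening campaign, cut at about 17% in these data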
Target sequence (P14735 whole entry, looked up): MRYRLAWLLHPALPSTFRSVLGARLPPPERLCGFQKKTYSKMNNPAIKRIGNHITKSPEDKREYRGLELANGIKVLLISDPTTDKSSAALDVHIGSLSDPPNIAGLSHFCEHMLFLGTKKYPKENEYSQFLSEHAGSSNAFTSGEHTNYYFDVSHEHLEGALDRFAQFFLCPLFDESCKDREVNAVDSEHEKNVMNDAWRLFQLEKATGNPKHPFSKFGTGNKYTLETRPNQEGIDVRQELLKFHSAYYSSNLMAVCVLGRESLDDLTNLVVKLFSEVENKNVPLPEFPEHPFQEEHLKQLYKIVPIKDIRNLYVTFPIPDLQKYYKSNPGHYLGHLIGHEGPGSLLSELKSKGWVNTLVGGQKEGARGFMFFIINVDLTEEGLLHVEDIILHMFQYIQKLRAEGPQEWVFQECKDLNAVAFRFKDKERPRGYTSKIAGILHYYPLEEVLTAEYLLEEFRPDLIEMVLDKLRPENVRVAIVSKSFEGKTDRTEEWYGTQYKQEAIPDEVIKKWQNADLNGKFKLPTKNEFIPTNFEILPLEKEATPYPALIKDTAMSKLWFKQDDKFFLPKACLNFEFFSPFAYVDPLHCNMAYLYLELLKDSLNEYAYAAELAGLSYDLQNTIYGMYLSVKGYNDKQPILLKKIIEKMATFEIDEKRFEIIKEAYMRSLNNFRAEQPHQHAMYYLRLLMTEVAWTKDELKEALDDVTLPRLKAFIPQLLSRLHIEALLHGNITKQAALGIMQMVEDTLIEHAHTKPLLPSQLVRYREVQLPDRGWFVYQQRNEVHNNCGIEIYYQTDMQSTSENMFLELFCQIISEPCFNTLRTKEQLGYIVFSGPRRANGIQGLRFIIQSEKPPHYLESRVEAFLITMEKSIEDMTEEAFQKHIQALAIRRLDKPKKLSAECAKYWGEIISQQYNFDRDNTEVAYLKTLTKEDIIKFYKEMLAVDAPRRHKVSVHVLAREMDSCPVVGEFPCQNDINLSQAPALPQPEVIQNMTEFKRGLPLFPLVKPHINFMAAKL
pCIP destab: p/CIP-EGFP fusion destabilizers, primary screen, fluorescence, F442A cells | Q05BA5 | 16 h | decrease of EGFP signal, % at 10 µM | 290,000 tested, 0.01% active;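 active = EGFP signal decrease of at least 30% at 10 µM or well 3 SD below plate mean, unless failing retest; inactive = the rest, including hits failing retest or dose response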; also: some compounds called inactive have numbers as strong as hits; many of its hits are not listed in these tables
SUMO HTRF inh: inhibitors of in vitro SUMOylation cascade, primary screen, biochemical, HTRF, uHTS | SUMO-conjugating enzyme UBC9 (Homo sapiens), P63279 | AID 2006, 2009 | 290,000 tested, 0.36% active | inhibition, % at 35 µM | HTRF SUMOylation assay, SAE1/SAE2 + UBC9; in the data active = inhibition above about 50%, passing the limit was not always enough; also: strong numbers were not always called active
IDE inh: human IDE inhibitors in live cells, primary screen, fluorescence polarization, HEK cells, FAbetaB substrate; Insulin-degrading enzyme (Homo sapiens), P14735; FAbetaB cleavage; inhibition, % at 5.59 µM; 320,000 tested, 0.41% active;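 active = percent inhibition above the average of all tested compounds plus 3 SD, set per screening campaign, cut at about 16% in these data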;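 also: IDE supplied by intact live HEK cells; FP after avidin binding of uncleaved biotin substrate so inhibition keeps polarization high; 0% = DMSO wells and 100% = 60 µM reference IDE inhibitor Ii1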
FID counter: compounds displacing fluorescent DNA intercalator, primary screen, artefact control for HCV NS3 helicase inhibitor project, biochemical, FID fluorescence; inhibition, % at 7.9 µM; AID 1845, 2009; 290,000 tested, 0.17% active; DNA fluorescent intercalator displacement; in the data active = inhibition above about 37%;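 also: 0% = vehicle and 100% = reference compound; higher means more ethidium bromide displaced from hairpin DNA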
HCV NS3 hel inh: inhibitors of HCV NS3 helicase, primary screen, biochemical, Cy5 molecular beacon fluorescence | Hepatitis C virus NS3 helicase | NS3 helicase DNA unwinding | inhibition, % at 10.9 µM | 290,000 tested, 0.56% active | AID 1800, 2009;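 active = inhibition above the mean of all tested compounds plus 3 SD, set per campaign, cut at about 35% in these data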;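 also: 0% = DMSO wells and 100% = thioflavine S control wells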
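System: HCV NS3 helicase fragment; control set: DMSO and thioflavine S; technique: Cy5 fluorescence at 0 and 60 min, beacon hairpin quenching; reagent: beacon DNA duplex substrate plus ATP; replicates: singlicate; schedule: 1 h reaction at 25 °C, ATP-initiated; medium: MOPS buffer pH 6.5 with MgCl2, DTT, Tween20, BSA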
VIM-2 inhibitor: VIM-2 metallo-beta-lactamase inhibitors, primary screen, biochemical, epi-absorbance readout, Pseudomonas aeruginosa enzyme. inhibition, % at 5.6 µM. AID 1527, 2009. 290,000 tested, 0.89% active. purified VIM-2, nitrocefin hydrolysis, epi-absorbance fluorescence;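 active = inhibition above the mean of all tested compounds plus 3 SD, cutoff set per screening run, cut at about 7.5% in these data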;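 also: red hydrolysis product quenches plate fluorescence so inhibitors raise well fluorescence; 0% = enzyme with DMSO and 100% = DMSO without enzyme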
IMP-1 inh: IMP-1 metallo-beta-lactamase inhibitors, primary screen, biochemical, epi-absorbance readout, Pseudomonas aeruginosa enzyme; purified IMP-1, nitrocefin hydrolysis, epi-absorbance fluorescence; inhibition, % at 5.6 µM; 290,000 tested, 0.45% active;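 active = inhibition above the mean plus 3 SD of all compounds in the same screening run, cut at about 4.5% in these data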;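 also: 0% = IMP-1 with DMSO and 100% = DMSO wells lacking enzyme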
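system = purified recombinant IMP-1 beta-lactamase | amount = 0.2 nM IMP-1, as dispensed | medium = HEPES buffer pH 7.1 with ZnSO4 and Brij 35 | times = 25 °C, 15 min preincubation, 25 min reaction | detection = plate fluorescence quenching by hydrolysis product, ex 480/em 530 nm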
M18AAP inhibitor: PfM18AAP inhibitors, malaria aminopeptidase, primary screen, biochemical, QFRET, recombinant enzyme | inhibition, % at 7.35 µM | 290,000 tested, 1.2% active | AID 1822, 2009 | M18 aspartyl aminopeptidase (Plasmodium falciparum 3D7) | H-Glu-NHMec fluorogenic cleavage;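 active = inhibition above the campaign mean inhibition over all tested compounds plus 3 SD, cut at about 28% in these data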;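 also: 0% = plate median of test compound wells and 100% = 2 mM ZnCl2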
Starred values were filed as active, the others as inactive; x = no result given.

Start of the data: the first 2 compounds as a preview:
SMILES	IDE cell activ	pCIP destab	SUMO HTRF inh	IDE inh	FID counter	HCV NS3 hel inh	VIM-2 inhibitor	IMP-1 inh	M18AAP inhibitor
CCn1cc(C(=O)NCc2ccccn2)c(=O)c2cc(S(=O)(=O)N3CCCCC3)ccc21	x	-8	16	x	-19	0	-3.7	-2.2	5
CSc1cccc(NC(=O)c2ccc(NC3=NC4CS(=O)(=O)CC4S3)cc2)c1 (stereo not given)	-17	5	-3	0	1	-2	-2.3	-2.0	6

This part in full (from the top)
SMILES	IDE cell activ	pCIP destab	SUMO HTRF inh	IDE inh	FID counter	HCV NS3 hel inh	VIM-2 inhibitor	IMP-1 inh	M18AAP inhibitor
CCn1cc(C(=O)NCc2ccccn2)c(=O)c2cc(S(=O)(=O)N3CCCCC3)ccc21	x	-8	16	x	-19	0	-3.7	-2.2	5
CSc1cccc(NC(=O)c2ccc(NC3=NC4CS(=O)(=O)CC4S3)cc2)c1 (stereo not given)	-17	5	-3	0	1	-2	-2.3	-2.0	6
COc1ccccc1CNC(=O)C(=O)NCC1OCCCN1S(=O)(=O)c1cccs1 (stereo not given)	1	-5	21	2	-28	-5	-0.4	-0.7	3
COc1cccc(NC(=O)CNCc2ccccc2)c1	1	-8	15	-4	10	-10	-0.2	-2.0	-10
COc1ccc(C2N(c3ccccc3)C(=S)N3CCCN23)cc1 (stereo not given)	4	-19	-14	1	-3	1	-0.4	-1.5	-4
COc1ccc(CCNC(=O)c2cc3ccccc3oc2=O)cc1	7	-6	21	2	-6	6	0.5	0.0	-12
COC(=O)CNC(=O)COC(=O)C(Cc1ccccc1)NC(=O)c1ccco1 (stereo not given)	2	10	6	1	-8	12	-0.3	0.6	4
N#CC(c1ccccn1)(c1ncc(C(F)(F)F)cc1Cl)N1CCOCC1 (stereo not given)	1	-4	0	-4	1	6	-1.1	-0.8	-1
CCOC(=O)CC(=O)CSc1nc2ccccc2c(=O)n1-c1ccc(C(=O)NCCOC)cc1	-7	-2	3	3	-29	23	-1.5	-2.1	-3
O=[N+]([O-])c1ccc(C2CNC(c3ccccc3)O2)cc1 (stereo not given)	-3	-10	0	-7	1	2	-2.0	-0.9	3
O=C(Cc1cccc2ccccc12)N/N=C/c1ccc(Sc2cccc3cccnc23)o1	x	2	1	4	-3	5	-3.5	-4.9	6
COc1ccc(Cc2nc(-c3ccc(-n4cccc4)cc3)no2)cc1	5	3	-18	4	-5	6	-1.6	-2.8	4
CN(CC(=O)Nc1ccccc1[N+](=O)[O-])Cc1ccc(Br)cc1	3	1	-15	-6	3	-7	-1.8	-4.4	-4
C/C(=N\NC(=O)c1ccoc1C)c1ccccc1	x	-8	12	16	-9	9	-3.5	-2.9	2
Cc1cccc(C)c1NC(=O)CSCC(=O)c1ccc(O)c(O)c1	-5	-7	9	-8	-9	11	0.6	-0.4	48*
CCC(C)[C@H](NC(=O)N1CC(=O)Nc2ccccc21)C(=O)N[C@H](Cc1ccccc1)C(=O)O (stereo not given in full)	4	-15	7	2	-38	6	0.5	-3.5	-4
COc1cccc(NC(=O)Cn2c(=O)n(-c3ccccc3)c(=O)c3oc4ccccc4c32)c1	4	0	-9	-2	-10	-7	-1.9	-3.1	0
COc1cc(OC)cc(C(=O)NCC(=O)OCC(=O)N2c3ccccc3NC(=O)C2(C)C)c1	6	-2	-3	4	-14	6	-3.4	-2.9	-8
CCCOc1ccc(/C=C/C(=O)N2CCN(c3ccccn3)CC2)cc1	2	-3	11	-5	-29	-4	-0.9	-4.4	-1
CC(C)CCN1CCN(Cc2cccc3nonc23)CC1CCO (stereo not given)	-3	-5	1	-3	12	-2	0.2	0.7	16
CCOc1ccc(C(=O)NCC(=O)OCc2c(F)cccc2Cl)cc1OCC	2	-1	-7	6	-19	0	-4.3	-4.2	-6
O=C(N1CCN=C1SCc1cccnc1)C12CC3CC(CC(C3)C1)C2	0	-17	1	3	-17	-2	-0.3	-2.2	3
O=C(NCCc1nnc2ccc(N3CCCC3)nn12)c1ccccc1	-1	-16	12	1	-15	7	-0.2	-5.4	-8
Cc1nc(=O)c(-c2ccccc2)c(C)n1CC1CCCO1 (stereo not given)	2	4	16	7	3	2	-0.3	-2.3	-8
Cc1csc(N/N=C/c2ccccc2F)n1	6	8	3	6	-7	17	-1.3	-0.7	0

A different layout for seven compounds above.
| SMILES | IDE cell activ | pCIP destab | SUMO HTRF inh | IDE inh | FID counter | HCV NS3 hel inh | VIM-2 inhibitor | IMP-1 inh | M18AAP inhibitor |
| --- | --- | --- | --- | --- | --- | --- | --- | --- | --- |
| COc1cccc(NC(=O)Cn2c(=O)n(-c3ccccc3)c(=O)c3oc4ccccc4c32)c1 | 4 | 0 | -9 | -2 | -10 | -7 | -1.9 | -3.1 | 0 |
| COc1cc(OC)cc(C(=O)NCC(=O)OCC(=O)N2c3ccccc3NC(=O)C2(C)C)c1 | 6 | -2 | -3 | 4 | -14 | 6 | -3.4 | -2.9 | -8 |
| CCCOc1ccc(/C=C/C(=O)N2CCN(c3ccccn3)CC2)cc1 | 2 | -3 | 11 | -5 | -29 | -4 | -0.9 | -4.4 | -1 |
| CC(C)CCN1CCN(Cc2cccc3nonc23)CC1CCO (stereo not given) | -3 | -5 | 1 | -3 | 12 | -2 | 0.2 | 0.7 | 16 |
| CCOc1ccc(C(=O)NCC(=O)OCc2c(F)cccc2Cl)cc1OCC | 2 | -1 | -7 | 6 | -19 | 0 | -4.3 | -4.2 | -6 |
| O=C(N1CCN=C1SCc1cccnc1)C12CC3CC(CC(C3)C1)C2 | 0 | -17 | 1 | 3 | -17 | -2 | -0.3 | -2.2 | 3 |
| O=C(NCCc1nnc2ccc(N3CCCC3)nn12)c1ccccc1 | -1 | -16 | 12 | 1 | -15 | 7 | -0.2 | -5.4 | -8 |

(continued)
SMILES	IDE cell activ	pCIP destab	SUMO HTRF inh	IDE inh	FID counter	HCV NS3 hel inh	VIM-2 inhibitor	IMP-1 inh	M18AAP inhibitor
O=c1[nH]c(-c2ccccn2)nc2sc(-c3ccccc3)cc12	2	-5	-57	x	-3	-4	-0.8	-2.3	5
CS(=O)(=O)N1CCCC(C(=O)NCCCN2CCOCC2)C1 (stereo not given)	-1	-4	18	4	9	2	0.6	0.3	-8
O=C(NCc1ccccc1)/C(=C/c1ccc(OC(F)F)cc1)c1ccccc1	0	2	-24	-1	-24	-8	1.8	-0.4	6
Cc1cc(=O)cc(C)n1-c1ccc(O)cc1	7	12	-11	-4	1	-5	-1.2	-3.8	-6
CC(=O)OCc1ccccc1Sc1ccccc1C(=O)NCc1ccccc1	-1	-3	14	-1	-33	4	0.5	0.7	-14
C=CCNC(=S)Nc1ccc2cn[nH]c2c1	10	-14	20	-6	-5	16	3.6	-1.6	-4
COc1ccccc1NS(=O)(=O)c1cccc(C(=O)N/N=C(\C)c2ccc(-n3ccnc3)cc2)c1	-4	0	1	-2	-10	-6	-2.8	-4.6	30*
Cc1cc(S(=O)(=O)N(Cc2ccc(F)cc2)CC2CCCO2)ccc1-n1cnnn1 (stereo not given)	4	-3	-3	-6	-25	0	-2.3	-1.4	2
O=C(NCC(=O)N(c1ccccc1)C(C(=O)NC1CCCCC1)c1cccnc1)c1cccs1 (stereo not given)	-1	-14	3	2	-2	6	-1.9	-2.0	-2
O=C(OCC(=O)N1CCCC1)c1ccco1	2	-5	9	1	-6	4	-1.3	-1.4	5
O=C(NCCc1ccccc1)C(c1cccs1)N(C(=O)CCl)c1ccc(Cl)cc1 (stereo not given)	-5	6	-10	8	-22	1	-1.0	-2.5	-22
O=C(N=Nc1c(O)[nH]c2ccc(Br)cc12)c1ccccc1-n1cccc1	-6	-3	0	3	-4	-9	-2.3	-4.1	-5
C#Cc1ccc([C@@H]2C=C(C(=O)NC3CC3)O[C@H](OCC)[C@H]2CCCO)cc1	5	-11	22	-1	x	x	x	x	x
CCc1nnc(SCC(=O)Nc2ccc3c(c2)OCO3)n1CC	4	-7	-6	-6	-5	0	-1.9	-1.7	0
COc1ccc(C)cc1NC(=O)c1ccc2c(=O)n3c(nc2c1)CCCCC3	-2	2	x	-3	-40	0	-2.0	-2.6	-1
Cc1[nH]n(-c2nc(-c3ccccc3)cc(=O)[nH]2)c(=O)c1CCO	7	11	-6	-2	-8	-7	1.0	-0.6	0
CCCCSC(=O)Nc1ccccc1	0	-15	-1	-3	-2	-1	-2.2	-2.3	-2
CCC(C)[C@H](NC(=O)NCc1cccs1)C(=O)O (stereo not given in full)	3	-7	30	3	5	-1	-1.9	-1.3	10
O=C(CSc1nnc(NC(=O)c2ccccc2[N+](=O)[O-])s1)NCC1CCCO1 (stereo not given)	1	-4	8	0	0	1	19*	-1.8	2
CCCCn1c(N)c(N(CCOC)C(=O)c2cc(-c3ccncc3)nc3ccccc23)c(=O)[nH]c1=O	7	0	-2	-4	-24	-5	0.1	-2.4	-1
O=C1/C(=C/c2cccnc2)SC(=S)N1c1ccccc1	-2	-13	-1	3	4	8	0.2	-1.9	2
CCCSc1cc(N2CCOCC2)nc(-c2ccccc2Cl)n1	0	9	-14	-4	-4	1	-0.1	0.9	3
N#CCOc1ccccc1P(=O)(c1ccccc1)c1ccccc1	-2	-4	10	-4	-19	-21	-0.8	2.3	-14
N=c1c(C(=O)NC2CCCCC2)cc2c(=O)n3ccccc3nc2n1Cc1ccccc1	-8	-13	11	6	8	-2	5.5	-2.2	0
CNC(=O)N(O)C1N(/N=C/c2ccc(C)cc2)C(=S)SC1(C)C (stereo not given)	1	-9	7	0	-6	-19	0.0	-1.6	-4
SMILES	IDE cell activ	pCIP destab	SUMO HTRF inh	IDE inh	FID counter	HCV NS3 hel inh	VIM-2 inhibitor	IMP-1 inh	M18AAP inhibitor
Cc1ccc(/C=N/n2c(=O)c(C(C)(C)C)nn3cnnc23)cc1	3	3	0	10	0	2	-2.5	-1.4	-7
Cc1ccccc1OCc1nnc(SCC(=O)NC2CCCCC2)o1	3	-8	-6	1	-33	-8	-0.8	-2.5	14
COc1ccc2cc(C(=O)N3CCC(Cc4ccccc4)CC3)[nH]c2c1	1	-7	11	6	-24	-26	0.8	-1.5	-11
CCc1ccccc1Nc1nc(N)nc(CSc2nnnn2C)n1	-3	1	-6	2	-10	-7	-3.9	-1.0	-1
CC(=O)CSc1nnc(-c2ccc3c(c2)OCO3)o1	6	5	9	3	-2	10	-3.3	-3.1	-7
Cc1ccc2cc(C#N)c(SCC(=O)Nc3ccc4sc(C)nc4c3)nc2c1	x	4	-13	x	0	5	-1.1	-2.6	-3

Rows were taken by chance (roughly 3.6% active in at least one column).
